Compound activity as filed in PubChem.
C2C12 statin – suppressors of statin myotoxicity in C2C12 myotubes, primary screen, cell-based, single point, plate reader; C2C12 myotubes + simvastatin, ATP luminescence, 48 h; scaled: DMSO 0, geranylgeraniol control 100; rescue of ATP level, % at 7.49 µM; actives 0.78% (n = 330,000);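 active = mean ATP rescue above about 67%, or every replicate alone reaching that limit, limit read from the data, passing the limit was not always enough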;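 note: myotubes were challenged with 10 µM simvastatin during compound exposure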
XiGFP reactiv – activators of inactive X chromosome reactivation, primary screen, imaging, XiGFP fibroblasts, GFP high-content imaging, set 2 | XiGFP mouse fibroblasts, % GFP-positive cells imaging, 3 d; cells co-treated with 5-aza-dC sensitizer; scaled so ellipticine positive control = 100% | activation, % at 7.58 µM | actives 0.055% (n = 360,000) | AID 743238, 2013;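 active = mean normalized replicate activation at least 10% and every replicate at or above 10%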;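 note: 0% = median of on-plate neutral control wells and 100% = ellipticine 6 µM median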
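Assay system – SV40-immortalized XiGFP fibroblast cells, line 68-5-11 · Buffer or medium – DMEM supplemented with 5-aza-dC as sensitizing agent · Dosing – one concentration, pinned · Benchmarks – positive control ellipticine, 6 µM final · Times – 3 days compound exposure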
ERAP1 HTS inh – human ERAP1 aminopeptidase inhibitors, primary screen, biochemical, single point, plate reader; Endoplasmic reticulum aminopeptidase 1 (Homo sapiens), Q9NZ08; recombinant ERAP1, Leu-AMC fluorescence, 60 min; actives 0.15% (n = 340,000); inhibition, % at 10.7 µM;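 active = mean replicate inhibition of at least 30%, or all replicates individually reaching that 30% level; inactive = mean below 30% and not every replicate reaching it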;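 note: 0% = neutral control wells and 100% = L-leucinethiol positive control wells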
SIRT5 inh – SIRT5 desuccinylase inhibitors, primary screen, biochemical, fluorescence imaging, single point, set 5. NAD-dependent protein deacylase sirtuin-5, mitochondrial (Homo sapiens), Q9NXA8. Purified SirT5, succinyl-peptide AMC, trypsin-coupled fluorescence. inhibition, % at 15 µM. actives 1.1% (n = 330,000). AID 652115, 2013; in the data active = inhibition above about 15%
Target sequence (Q9NXA8 whole entry, looked up): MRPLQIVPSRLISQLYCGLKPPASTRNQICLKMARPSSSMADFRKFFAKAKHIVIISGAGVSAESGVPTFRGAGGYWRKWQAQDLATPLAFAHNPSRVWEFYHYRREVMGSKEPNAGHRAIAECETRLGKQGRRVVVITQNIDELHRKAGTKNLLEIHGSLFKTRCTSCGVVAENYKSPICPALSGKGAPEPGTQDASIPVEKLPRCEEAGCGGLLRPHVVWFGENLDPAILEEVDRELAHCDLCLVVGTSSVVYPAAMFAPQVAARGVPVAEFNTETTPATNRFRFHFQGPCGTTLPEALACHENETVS
Cneo AK release – Cryptococcus neoformans cell lysis inducers, primary screen, AK release luminescence, single concentration | lysis activity, % at 15 µM | C. neoformans lysis, adenylate kinase release luminescence, 4 h; normalised: neutral wells 0, clomiphene wells 100 | actives 0.2% (n = 360,000);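 active = mean lysis activity across replicates of at least 80%, whatever share of replicates individually reach that level; inactive = mean lysis activity below 80%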
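Signal: Adenylate kinase release luminescence | Assay system: Log-phase Cryptococcus neoformans yeast cells | Input: Cells at 5 × 10^6 per mL | Buffer or medium: Fresh YPD growth medium | Compound: Single dose | Schedule: Static 4 h at 37 °C with compound, 1 h detection | Controls: Clomiphene | Read-out: Luminescence rise reflecting yeast cell lysis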
PGC1a acetyl inh – inhibitors of PGC1a acetylation signal, primary screen, cell-based, U2OS, AlphaScreen, inhibitor mode; AlphaScreen anti-acetyl-lysine; with virally co-expressed GCN5 acetyltransferase; inhibition, % at 15.6 µM; actives 0.17% (n = 350,000); AID 651687, 2012;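 active = every replicate shows inhibition of at least 40%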;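 note: 0% = neutral control wells and 100% = positive control wells; some results beyond the cut were filed as inactive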
S100A4 inh HTS – inhibitors of S100A4-myosin IIA peptide binding, primary screen, biochemical, fluorescence polarization, TAMRA-MyoIIA peptide; Protein S100-A4 (Homo sapiens), P26447; actives 0.14% (n = 360,000); inhibition, % at 10.7 µM;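 active = mean inhibition of at least 70% across replicates, with every replicate also reaching that level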
Target sequence (P26447 whole entry, looked up): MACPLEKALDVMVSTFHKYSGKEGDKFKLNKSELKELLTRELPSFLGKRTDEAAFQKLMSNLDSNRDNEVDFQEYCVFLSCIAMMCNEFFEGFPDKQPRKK
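Material: S100A4 monomer protein / Buffer or medium: 50 mM HEPES pH 7.2, 10 mM CaCl2, 100 mM KCl / Times: 5 min incubation before reading / Benchmarks: neutral control DMSO, positive control TFP / Reagent: labelled myosin peptide probe, 5 nM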
LGR2 inh – inhibitors of bursicon-induced LGR2 CRE-luciferase signal, primary screen, cell-based, HEK293, CRE-luciferase reporter, bursicon stimulation; inhibition, % at 9.99 µM; Drosophila bursicon receptor LGR2 (rickets); actives 0.35% (n = 380,000); bursicon-stimulated, 4 h;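 active = drop in luminescence signal, shown as inhibition above about 50% in the replicate tests, limit read from the data, passing the limit was not always enough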;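 note: agonist challenge used bursicon conditioned medium at about half maximal strength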
Numbers without * were called inactive; / = not tested or not shown; & = joins results of further samples.

SMILES	C2C12 statin	XiGFP reactiv	ERAP1 HTS inh	SIRT5 inh	Cneo AK release	PGC1a acetyl inh	S100A4 inh HTS	LGR2 inh
COc1ccc(/C=C/C(=O)N2CCN(c3ccccn3)CC2)c(OC)c1OC	-2	0.1	2	3	1	6	1	-31
CN1CCN(c2ccc3c(c2)OC[C@@H](Cc2ccccc2)NS3(=O)=O)CC1	/	0.0	/	-2	/	/	-2	9
O=C(COC(=O)Cc1ccc(Cl)cc1)NCc1ccc(Cl)cc1	1	0.0	0	-11	0	-4	-1	-19
Cc1cc(C)n(CC(=O)Nc2ccc(N3CCOCC3)c(Cl)c2)c(=O)c1C#N	5	0.1	-1	0	0	/	-7	-2
O=C(OCc1ccccc1)/C(=C/c1ccc(Cl)cc1)NC(=O)c1ccccc1Cl	2	/	/	/	-9	1	/	30
CCC(=O)Nc1ccc2c(c1)OC[C@@H](C)N(C(=O)CC)C[C@@H](C)[C@@H](OC)CN(C)C2=O	-6	0.0	/	/	/	3	/	15
CC[C@]12c3[nH]c4cc(-c5ccco5)ccc4c3CCN1C(=O)[C@@H](CC(=O)NC(C)(C)C)C[C@@H]2C(=O)N1CCN(C(=O)C2CC2)CC1	-7	-0.1	-7	-4	2	28	-12	-1
O=C(CN1CCN(Cc2ccc(F)cc2)C1=O)NCc1cccs1	-2	0.1	3	0	4	-10	6	4
Cc1ccc2c(c1)-n1c(nc3cc(F)ccc3c1=O)C(Cc1ccc(O)cc1)NC2=O (stereo unspecified)	/	0.2	2	0	/	/	-4	-1
O=C(C[C@@H]1CC[C@@H]2[C@H](COC[C@H](O)CN2S(=O)(=O)c2cccc(F)c2)O1)NCc1ccncn1	-6	0.3	/	/	-2	4	/	4
O=C(COCC(=O)N/N=C/c1ccc(F)cc1)N/N=C/c1ccc(F)cc1	/	-0.1	/	/	0	0	/	-22
CNC[C@@H]1Oc2c(NC(=O)Nc3ccc4c(c3)OCO4)cccc2C(=O)N([C@H](C)CO)C[C@@H]1C	26	-1.0	/	/	/	4	/	-21
O=C(c1ccccc1)N1C[C@H]2[C@@H](c3ccccc31)[C@H](CO)N2C(=O)Nc1ccccc1Cl	13	0.4	0	12	4	-20	-4	-4
COc1ccc(CCNC(=S)NCCc2ccc(OC)c(OC)c2)cc1OC	/	0.4&0.0	0&1	0&-2	0&0	5	-3&-7	-4&12
Cc1c(NC(=O)Cn2ccc([N+](=O)[O-])n2)c(=O)n(-c2ccccc2)n1C	11	/	/	/	1	2	/	9
CCN(c1ccccc1)S(=O)(=O)c1cccc(C(=O)NCC(c2cccs2)N(C)C)c1 (stereo unspecified)	/	0.3	2	-2	/	/	0	17
Cc1ccc(CNC(=O)CSc2nnc(CNC(=O)c3ccc(F)cc3)o2)cc1	4	0.1	-7	-8	0	-5	2	/
O=C(c1ccc(CS(=O)Cc2ccc(Cl)cc2)o1)N1CCN(c2cccc(Cl)c2)CC1 (stereo unspecified)	2	0.2	-2	-1	-1	-8	2	13
C[C@H](CO)N1C[C@H](C)[C@H](CN(C)Cc2ccncc2)Oc2ccc(NC(=O)Cc3cn(C)c4ccccc34)cc2CC1=O	-26	-1.0	4	-1	0	-5	-7	8
Cc1cccc(NC(=O)CCS(=O)(=O)c2ccc(Br)cc2)c1	6	0.1	-4	0	-11	8	-4	9
O=C(Nc1ccccc1F)N1C[C@H]2[C@@H](c3ccccc31)[C@@H](CO)N2C(=O)C1CCCCC1	3	0.0	0	1	0	-6	9	-8
COc1ccc(CN(C)C[C@H]2Oc3ccc(NS(=O)(=O)c4ccccc4)cc3C(=O)N([C@H](C)CO)C[C@H]2C)cc1	12	0.1	1	-5	0	-3	-26	3
Cc1cc(C)nc(N(C#N)CN2C(=O)c3ccccc3C2=O)n1	/	/	-1	-2	0	19	-5	-7
Cc1ccc(S(=O)(=O)NCCOc2nc(N(C)C)nc(N(C)C)n2)cc1	/	0.1	-2	0	-1	-13	-4	9
CN(CC(=O)Nc1cccc([N+](=O)[O-])c1)S(=O)(=O)c1ccccc1	6	0.1	/	/	/	/	3	-4
SMILES	C2C12 statin	XiGFP reactiv	ERAP1 HTS inh	SIRT5 inh	Cneo AK release	PGC1a acetyl inh	S100A4 inh HTS	LGR2 inh
Cc1[nH]c2ccc(-c3nnc(SCC(=O)N4CCCc5ccccc54)o3)cc2c1C	-32	/	5	-3	2	-17	2	7
CC1CC(C)CN(C(=O)C2CCN(S(=O)(=O)N3CCC4(CC3)OCCO4)CC2)C1 (stereo unspecified)	1	0.0	2	-3	2	10	-1	-8
CCOc1ccccc1C(=O)NCCc1cnc[nH]1	7	-0.1	-1	-6	-2	7	-5	-2
CCc1nc2ccc(C(=O)NCCN3CCNC3=O)cn2c1N(CC)CCOC	3	0.3	-3	1	0	/	1	21
Cc1cc(C)c(-n2nnnc2SC(C)C)c(C)c1	/	0.3	-1	11	/	/	1	/
COc1ccc(C[C@H]2c3cc(O)c(OC)cc3CC[N+]2(C)[O-])cc1O (stereo partly specified)	-7	0.0	0	/	0	-11	-2	1
CCOC(=O)N1CCN(CC(O)COc2c(C)cc(C)cc2C)CC1 (stereo unspecified)	1	0.0	-2	2	-1	6	-2	6
CO[C@H]1CN(C)C(=O)c2ccc(NS(=O)(=O)C3CCCCC3)cc2OC[C@@H](C)NC[C@H]1C	-14	0.1	0	-12	-2	-2	-10	6
C=CCS/C(N)=N\N=C\c1cc(Br)cc([N+](=O)[O-])c1O	-12	-0.1	/	-2	2	5	5	6
CC(C)c1ccc(NC(=O)[C@@H](C)NC(=O)[C@@H]2Cc3ccccc3CN2)cc1	/	0.0	-2	-4	/	/	-2	-18
COc1cccc(/C=N\NC(=O)c2ccc(C)nc2)c1	-3	0.0	-2	-4	1	-11	-7	-2
C[C@H](CO)N1C[C@H](C)[C@@H](CN(C)Cc2ccc3c(c2)OCO3)OCCCC[C@H](C)Oc2ccc(NC(=O)Cc3ccccc3)cc2C1=O	/	1.0	/	/	54	-3	/	-18
Oc1ccc(C[C@H]2CN([C@@H](Cc3ccc(O)cc3)CN3CCC[C@@H]3CN3C(=S)NC[C@@H]3Cc3ccccc3)C(=S)N2CCc2ccccc2)cc1	-11	0.0	/	11	2	-5	-1	23
FC(F)(F)c1ccc(Cl)c(NC(=S)N/N=C/c2ccccc2Cl)c1	/	0.0	/	28*	5	-14	-16	4
Cc1cccc(OCc2nnc(N)s2)c1	3	/	-9	-2	-2	0	-3	5
COc1ccc(S(=O)(=O)N2CCCCCC2)cc1NC(=O)CCNC(=O)c1ccc(Cl)cc1	-6	0.0	-7	-1	1	/	-1	6
OC[C@@H]1Nc2ccc(C#Cc3ccc(F)cc3)cc2[C@@H]2[C@H]1CCN2Cc1ccc2c(c1)OCO2	-3	0.2	-4	0	47	1	-17	8
COc1cc(C2CC(=O)OC3=C2C(=O)CC(C)(C)C3)cc(OC)c1OC (stereo unspecified)	/	0.0	-1	-2	/	1	-3	-10
O=C1CCCN1CN(C(=O)c1ccc2c(c1)OCO2)c1cccc(Cl)c1	2	/	1	1	0	/	-2	13
Clc1cccc(-c2ccc3ncnc(NCc4cccnc4)c3c2)c1	-5	0.0	2	0	-1	-19	-4	-2
O=C(C[C@@H]1CC[C@@H](NC(=O)Nc2ccc(C(F)(F)F)cc2)[C@@H](CO)O1)NCc1cc(F)cc(F)c1	1	-0.1	2	5	-10	5	-1	9
Cc1c(CC(=O)O)c(=O)oc2c(C)c(OCc3ccccc3Br)ccc12	-2	0.3	-1	-21	-1	-5	-3	-19
CC(C)(C)c1ccc(N2C(=O)CC(C/C=C/c3ccccc3)C2=O)cc1 (stereo unspecified)	-1	0.3	2	-2	-3	/	-8	2
CCC(C)(C)C1CCc2c(sc(NC(=O)c3ccccc3C(=O)O)c2C#N)C1 (stereo unspecified)	/	0.1	2	2	/	/	0	/
O=c1cc(CO)[nH]cc1OCc1ccccc1	1	-0.1	0	1	-1	/	1	10
SMILES	C2C12 statin	XiGFP reactiv	ERAP1 HTS inh	SIRT5 inh	Cneo AK release	PGC1a acetyl inh	S100A4 inh HTS	LGR2 inh
O=C(c1cc2ccccc2oc1=O)N(Cc1cccc(Br)c1)C1CCS(=O)(=O)C1 (stereo unspecified)	7	0.1	0	/	1	/	1	-1
C[C@@H]1CN([C@@H](C)CO)C(=O)CCCn2nncc2CO[C@@H]1CN(C)Cc1ccc(Cl)c(Cl)c1	19	0.1	1	-1	52	6	-21	-6
C[C@@H]1CN([C@@H](C)CO)C(=O)c2cc(NC(=O)Nc3ccccc3)ccc2O[C@@H](C)CCCCO[C@H]1CN(C)Cc1ccc(C(F)(F)F)cc1	/	0.3	/	/	0	-3	/	15
COc1ccc(NC(=O)Nc2ccc3c(c2)C(=O)N([C@@H](C)CO)C[C@H](C)[C@H](CN(C)C(=O)Nc2ccc(OC)cc2)O3)cc1	-3	0.3	-1	1	-2	-1	-7	7
CC1CN(S(=O)(=O)N(C)C)CCN1S(=O)(=O)N(C)C (stereo unspecified)	24	/	4	1	1	5	-1	-27
CCCCNC(=S)N1CCN(CC)CC1	-7	0.0	7	-2	-3	-9	4	10
C[C@H](CO)N1C[C@H](C)[C@@H](CN(C)S(=O)(=O)c2cccc(F)c2)OCc2cn(nn2)CCCC1=O	5&-3	-0.2&0.2	-1&1	3&7	1&44	-3&3	5&-8	-13
O=C(O)C(Cc1ccccc1)N1C(=O)/C(=C/C=C/c2ccco2)SC1=S (stereo unspecified)	2	-0.3	15	45*	0	6	-86	10
Oc1c(CN2CCCCC2)ccc2cccnc12	-24	1.3	10	-4	-9	25	4	-14
Cc1ccc(NS(=O)(=O)c2c(C)nc3sccn3c2=O)cc1C	/	0.0	/	/	-1	-7	0	-19
COc1cccc(CNC(=O)[C@@H]2CCCN2)c1	/	0.6	-2	25*	/	/	2	-7
COc1cc(C)c(N)cc1C(C)C	-5	/	/	/	0	-14	/	0
O=S1(=O)N[C@@H](Cc2ccccc2)COc2cccc(N3CCCC3)c21	/	-0.1	-7	23*	/	/	-2	1
CCCSCCCNC(=O)Cn1cc2c(n1)CCCCC2	-4	-0.1	/	/	1	/	-3	-17

Reformatted in markdown: part of the list above
| Compound | C2C12 statin | XiGFP reactiv | ERAP1 HTS inh | SIRT5 inh | Cneo AK release | PGC1a acetyl inh | S100A4 inh HTS | LGR2 inh |
| --- | --- | --- | --- | --- | --- | --- | --- | --- |
| C[C@@H]1CN([C@@H](C)CO)C(=O)CCCn2nncc2CO[C@@H]1CN(C)Cc1ccc(Cl)c(Cl)c1 | 19 | 0.1 | 1 | -1 | 52 | 6 | -21 | -6 |
| C[C@@H]1CN([C@@H](C)CO)C(=O)c2cc(NC(=O)Nc3ccccc3)ccc2O[C@@H](C)CCCCO[C@H]1CN(C)Cc1ccc(C(F)(F)F)cc1 | / | 0.3 | / | / | 0 | -3 | / | 15 |

This is a subset; rates above refer to the full screens.
